# PKA kinase inh: PKA (human) kinase inhibition; 65,000 compounds, 0.1% hits; PKA Kemptide phosphorylation, Kinase-Glo ATP luminescence; P17612; inhibition, % at 6 µM;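 active = inhibition above the screen-wide mean inhibition plus 3 SD, cut at about 21% in these data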; also: many of its hits are not listed in these tables
# CatL block: blocks human cathepsin L protease activity | AID 460 | purified cathepsin L, fluorogenic substrate, fluorescence | P07711 | 58,000 compounds, 0.17% hits | inhibition, %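 (tested at 10 µM)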; in the data active = inhibition above about 45%;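 also: 0% = enzyme with no compound and 100% = no enzyme blank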
# ROCK2 blocker: inhibitors of human Rho kinase 2; O75116; purified ROCK2, Kinase-Glo ATP depletion luminescence; inhibition, % at 6 µM; 60,000 compounds, 0.35% hits;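 active = inhibition above the screen-wide mean inhibition plus 3 SD, cut at about 18% in these data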;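 also: plate controls were DMSO wells for no effect and Y-27632 control wells after no-enzyme background subtraction for full effect; many of its hits are not listed in these tables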
# CatS inh: inhibitors of human cathepsin S | 62,000 compounds, 0.06% hits | P25774 | recombinant cathepsin S, AMC dipeptide fluorescence, pooled mixtures | inhibition, %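 (tested at 5 µM per compound within 10-compound mixtures)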; in the data active = inhibition above about 32%, passing the limit was not always enough;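 also: 0% = enzyme without compound and 100% = blank without enzyme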
# Target sequence (P25774 115-331 limits assumed): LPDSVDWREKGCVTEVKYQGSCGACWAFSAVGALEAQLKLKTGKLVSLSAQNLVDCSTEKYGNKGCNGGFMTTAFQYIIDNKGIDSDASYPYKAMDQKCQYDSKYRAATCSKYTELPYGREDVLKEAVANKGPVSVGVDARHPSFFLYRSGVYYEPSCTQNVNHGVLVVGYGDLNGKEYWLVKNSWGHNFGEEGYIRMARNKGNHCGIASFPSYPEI
# FXIIa mix inh: blocks human factor XIIa in pooled compound mixtures | P00748 | purified FXIIa, fluorogenic substrate | inhibition, % at 5 µM | 62,000 compounds, 0.2% hits | AID 684;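 also: 0% = enzyme without compound and 100% = no enzyme blank; some results filed as inactive read as strong as hits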
# C1s inh: human complement C1s inhibition. AID 538. mean inhibition % of two 10-compound mixtures (active compounds read high), % at 5 µM (by protocol). purified C1s, fluorogenic AMC substrate, pooled mixtures. 62,000 compounds, 0.16% hits. P09871;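 active = inhibition above 20% in each of the two 10-compound mixture wells holding the compound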;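 also: 0% = enzyme wells lacking compound mixture and 100% = no-enzyme blank wells; some compounds called inactive have numbers as strong as hits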
# Target sequence (P09871 16-437 limits assumed): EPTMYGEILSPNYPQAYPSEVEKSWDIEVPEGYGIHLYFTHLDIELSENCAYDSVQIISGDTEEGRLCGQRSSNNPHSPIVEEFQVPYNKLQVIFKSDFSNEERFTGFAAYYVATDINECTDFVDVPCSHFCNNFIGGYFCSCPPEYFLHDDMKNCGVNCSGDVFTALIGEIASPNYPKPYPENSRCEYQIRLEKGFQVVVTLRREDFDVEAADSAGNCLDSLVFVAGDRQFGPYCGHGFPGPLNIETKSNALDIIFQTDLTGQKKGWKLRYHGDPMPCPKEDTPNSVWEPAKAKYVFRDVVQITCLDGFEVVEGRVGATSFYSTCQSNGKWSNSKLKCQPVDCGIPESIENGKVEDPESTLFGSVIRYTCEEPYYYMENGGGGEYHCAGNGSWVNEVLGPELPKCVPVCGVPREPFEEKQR
# Target sequence (P09871 438-688 limits assumed): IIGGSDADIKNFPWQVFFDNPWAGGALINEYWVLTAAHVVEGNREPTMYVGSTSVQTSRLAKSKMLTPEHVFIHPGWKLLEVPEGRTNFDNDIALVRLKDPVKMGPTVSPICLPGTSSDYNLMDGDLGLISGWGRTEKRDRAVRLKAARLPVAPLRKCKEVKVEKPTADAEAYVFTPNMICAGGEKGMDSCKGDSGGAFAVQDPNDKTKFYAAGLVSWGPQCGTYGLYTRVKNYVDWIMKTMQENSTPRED
# JNK3 blocker: JNK3 (human) kinase inhibition. AID 746. purified JNK3 kinase activity, HTS. 60,000 compounds, 0.61% hits. P53779. inhibition, % at 8 µM; in the data active = inhibition above about 17%;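 also: 0% = DMSO and 100% = reference inhibitor; many of its hits are not listed in these tables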
# Cathepsin G inh: inhibitors of human cathepsin G. P08311. purified enzyme, AMC-tetrapeptide fluorescence, pooled mixtures. inhibition, % at 5 µM (by protocol). 62,000 compounds, 0.2% hits;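 active = inhibition above 20% in each of the two mixture wells holding the compound; inactive = inhibition of 20% or less in either well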;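 also: 0% = enzyme control without mixture and 100% = blank lacking enzyme; strong numbers were not always called active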
# FXIa inh mix: blocks human factor XIa in pooled compound mixtures; purified FXIa, fluorogenic substrate; inhibition, % at 5 µM; 62,000 compounds, 0.19% hits;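 also: each value is inhibition by a whole ten-compound pool holding the compound; 0% = enzyme with no mixture and 100% = wells lacking enzyme; strong numbers were not always called active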
# The depositor's hits bear a star; x = not tested or not shown. Rule as the data show it, unless noted: active = inhibition above about 20% (passing the limit was not always enough); inactive = the rest.
FXIa inh mix,C1s inh,Cathepsin G inh,PKA kinase inh,CatL block,JNK3 blocker,CatS inh,ROCK2 blocker,mol,FXIIa mix inh
-1,14,8,3,-1,7,4,5,CCOC(=O)C1CCN(C(=O)c2ccccc2Oc2ccccc2)CC1,20
8,16,15,-2,2,3,8,-1,CCOC(=O)c1cc2occc2n1CC(=O)Nc1ccc(OC)cc1OC,-3
-1,-10,-3,7,0,-2,2,0,COc1ccc(-c2nnc(-c3cccnc3)o2)cc1OC,3
1,-11,-1,9,-2,0,-5,8,Cc1cc2ccccc2n1CCNC(=O)c1ccccc1,-1
2,2,5,6,-8,-2,-2,1,COc1ccc(S(=O)(=O)N2CCCC(C(=O)NCc3ccco3)C2)cc1Cl (centres undefined),-16
9,15,11,-3,12,4,-2,-3,COc1ccc(OCc2nnc(SC(C)C(=O)Nc3nccs3)n2-c2ccccc2)cc1 (centres undefined),9
-2,-18,-12,4,0,5,5,-2,O=C(Cn1ncc2c(=O)oc3ccccc3c21)NCCC1=CCCCC1,0
1,9,11,8,1,-3,2,5,CCOC(=O)N1CCN(S(=O)(=O)c2cc(C)c(C)cc2C)CC1,4
4,-3,3,6,18,3,-10,2,CCOC(=O)N1CCC(N(C(=O)Nc2cccc(OC)c2)C(C)CC)CC1 (centres undefined),11
3,-26,2,7,-12,-11,-8,6,COc1cc(NC(=O)C2C3C=CC(C3)C2C(=O)O)c(OC)cc1Cl (centres undefined),-3
25,-9,12,1,-3,4,15,0,Cc1ccc(Nc2ncc3c(n2)CC(c2ccco2)CC3=O)c(C)c1 (centres undefined),18
11,-71,16,10,15,1,14,15,Cc1cc(C)n(S(=O)(=O)Cc2ccccc2)n1,-16

# An excerpt from above in order of length of the SMILES, lowest first:
FXIa inh mix,C1s inh,Cathepsin G inh,PKA kinase inh,CatL block,JNK3 blocker,CatS inh,ROCK2 blocker,mol,FXIIa mix inh
-1,14,8,3,-1,7,4,5,CCOC(=O)C1CCN(C(=O)c2ccccc2Oc2ccccc2)CC1,20
8,16,15,-2,2,3,8,-1,CCOC(=O)c1cc2occc2n1CC(=O)Nc1ccc(OC)cc1OC,-3
4,-3,3,6,18,3,-10,2,CCOC(=O)N1CCC(N(C(=O)Nc2cccc(OC)c2)C(C)CC)CC1 (centres undefined),11

# (further entries)
FXIa inh mix,C1s inh,Cathepsin G inh,PKA kinase inh,CatL block,JNK3 blocker,CatS inh,ROCK2 blocker,mol,FXIIa mix inh
6,-8,-3,11,6,0,16,4,COc1ccc(NC(=O)CSc2[nH]c(=O)cc(C)c2C#N)cc1OC,8
7,-9,-5,2,1,-8,-6,2,CCOC(=O)c1ccc(NC(=O)CSc2nnc(C)n2-c2ccccc2)cc1,5
5,6,1,6,19,-4,9,2,O=S(=O)(NC1CC2CCC1C2)c1ccc2c(c1)OCCO2 (centres undefined),4
9,1,-1,-5,-6,-3,-2,-7,O=C(Cn1nnc(-c2cccc(C(F)(F)F)c2)n1)N1CCOCC1,-15
x,x,x,6,1,-1,x,-7,CC(=O)C1=C(O)C(=O)N(c2ccc(S(N)(=O)=O)cc2)C1c1ccccc1F (centres undefined),x
0,-20,1,-8,4,-7,4,-9,COc1ccc(/C(O)=C2/C(=O)C(=O)N(Cc3cccnc3)C2c2ccncc2)cc1F (centres undefined),7
11,4,14,0,7,-4,-17,-12,Cc1c(NC(=O)c2ccc(=O)oc2)c(=O)n(-c2ccccc2)n1C,7
2,-14,-7,9,9,-1,2,3,O=C(O)c1cccc(CSc2ncccn2)c1,13
6,4,2,4,-2,11,-2,5,CCOc1cc(CNc2ncnc3nc[nH]c23)ccc1OC,7
9,4,2,4,-8,-6,-5,4,C/C(=C1/SC(N2CCOCC2)=NC1=O)c1ccc(Br)cc1,29
9,8,8,-3,-1,2,13,1,O=C(NC1CCCC1)C(c1ccsc1)N(Cc1ccco1)C(=O)Cc1cccs1 (centres undefined),-10
2,3,0,9,0,-1,5,5,c1ccc(COc2cccc(CNn3cnnc3)c2)cc1,5
2,7,10,11,11,-4,18,4,CCOc1ccc2nc(NC(=O)Cn3cnc4c3c(=O)n(C)c(=O)n4C)sc2c1,8
5,-9,35,9,6,-2,0,5,O=C1CC(N(O)c2ccccc2)C(=O)N1Cc1ccccc1 (centres undefined),-17
7,-13,7,4,16,-2,5,3,COc1ccccc1-c1cn(S(=O)(=O)c2ccc(C)cc2)nc1N,-1
x,x,x,-6,25,-3,x,-1,O=c1cc(-c2ccco2)nc(-c2cccs2)o1,x
2,0,7,-1,29,7,6,-5,COn1c(SCc2cccnc2)nc2ccccc2c1=O,13
31,4,13,9,-9,x,0,x,CCn1nc(C(=O)N2CCc3ccccc3C2)c2ccccc2c1=O,0
-2,-20,8,5,1,1,-5,4,O=C(CSc1nnc(-c2ccco2)o1)N1CCOCC1,0
5,23,8,11,6,x,11,x,CC(C)OC(=O)Cn1c(=O)sc2ccccc21,6
5,-10,-3,-9,x,x,-3,x,O=C(CSc1nnc(Nc2ccccc2F)s1)NCc1ccco1,4
5,6,10,16,6,-4,-5,6,Cc1cc(C)c2nc(-c3ccccn3)cc(C(=O)Nc3cc(C)on3)c2c1,4
0,1,7,-4,-2,1,3,2,COCCOC(=O)C1=C(C)Nc2ncnn2C1c1ccc(F)cc1 (centres undefined),-1
6,4,3,-1,-3,1,11,0,C=CCn1c(Cc2nc3ccc(Cl)cc3[nH]2)n[nH]c1=S,1
16,7,6,1,7,1,10,-2,O=C(CSc1nc2ccccc2c(=O)n1CCC(=O)N1CCCCC1)NCc1ccccc1,1
6,1,-2,15,-4,3,-6,5,CCOc1ccc2[nH]c(C)c(CN3CCN(CC)CC3)c(=O)c2c1,6
5,0,-2,2,6,1,-6,5,Cn1cccc1Cc1nnc(SCC(N)=O)n1-c1ccc(F)cc1,3
3,13,5,8,17,-1,-4,8,CCN1C(=O)CC(C(=O)O)SC1=Nc1ccc(OC)cc1 (centres undefined),-6
1,-12,-3,11,2,-3,6,6,CC(C)C(=O)Nc1ccc(C(=O)NCc2cccnc2)cc1,19
-2,0,10,6,-8,x,-6,x,CCOC(=O)Cc1csc(/C(=N/O)C(N)=O)n1,1
-33,-56,-6,2,8,0,0,5,COc1ccc(S(=O)(=O)N2CCN(CC(=O)Nc3cc(OC)cc(OC)c3)CC2)cc1,1
11,-2,23,7,x,x,-6,x,COc1cccc(NC(=O)Cn2nnc(C(=O)Nc3ccccc3)c2N)c1,-6
2,-2,10,2,x,1,15,6,Cn1c2ccc(Cl)cc2c2nc3ccccc3nc21,14
7,11,8,3,11,-1,6,5,CC(C)(C)NC(=O)CSc1nccn1Cc1ccccc1,8
6,-38,-8,9,2,-10,4,-1,CCCC(=O)Nc1ccc(N2CCOCC2)cc1,-17
2,2,8,6,14,8,5,7,O=C(c1ccccc1NS(=O)(=O)c1ccc(Br)s1)N1CCOCC1,4

# Single records (already shown):
# `COc1ccc(S(=O)(=O)N2CCN(CC(=O)Nc3cc(OC)cc(OC)c3)CC2)cc1` across the screens: FXIa inh mix = -33; C1s inh = -56; Cathepsin G inh = -6; PKA kinase inh = 2; CatL block = 8; JNK3 blocker = 0; CatS inh = 0; ROCK2 blocker = 5; FXIIa mix inh = 1
# `CCCC(=O)Nc1ccc(N2CCOCC2)cc1` across the screens: FXIa inh mix = 6; C1s inh = -38; Cathepsin G inh = -8; PKA kinase inh = 9; CatL block = 2; JNK3 blocker = -10; CatS inh = 4; ROCK2 blocker = -1; FXIIa mix inh = -17
# `Cn1c2ccc(Cl)cc2c2nc3ccccc3nc21` across the screens: FXIa inh mix = 2; C1s inh = -2; Cathepsin G inh = 10; PKA kinase inh = 2; CatL block = x; JNK3 blocker = 1; CatS inh = 15; ROCK2 blocker = 6; FXIIa mix inh = 14

# Quoted at random: 2 compounds from above, in no set order.
FXIa inh mix,C1s inh,Cathepsin G inh,PKA kinase inh,CatL block,JNK3 blocker,CatS inh,ROCK2 blocker,mol,FXIIa mix inh
1,-12,-3,11,2,-3,6,6,CC(C)C(=O)Nc1ccc(C(=O)NCc2cccnc2)cc1,19
-2,0,10,6,-8,x,-6,x,CCOC(=O)Cc1csc(/C(=N/O)C(N)=O)n1,1

# Next section:
FXIa inh mix,C1s inh,Cathepsin G inh,PKA kinase inh,CatL block,JNK3 blocker,CatS inh,ROCK2 blocker,mol,FXIIa mix inh
3,-7,-4,4,-3,6,-3,7,CCn1c(=O)cc(OCC(=O)N(C)C2CCCCC2)c2ccccc21,-1
7,-10,-5,6,-2,-7,-7,-5,COC(=O)C1=C(N)OC2=C(C(=O)CC(C)(C)C2)C1c1cccs1 (centres undefined),6
-3,1,6,7,8,-2,0,7,CCOc1ccc(CNc2ccc(N3CCCC3)cc2)cc1,3
9,10,16,-3,25,-7,10,1,O=S(=O)(NCCc1ccccc1)c1ccc(S(=O)(=O)N2CCCCC2)cc1,2
1,-1,14,6,9,3,12,3,CCCn1c(SCC(=O)c2ccc3c(c2)OCCO3)nnc1-c1ccco1,1
5,-6,-3,4,6,12,15,1,CCOC(=O)N1CCC(N2C(=O)c3ccc(C(=O)NCc4ccc(F)cc4)cc3C2=O)CC1,7
10,-22,1,-2,2,3,0,-1,CCOC(=O)N1CCC(NC(=O)CNS(=O)(=O)c2ccc(Br)s2)CC1,-15
1,17,9,-1,16,-4,15,-2,Cc1cc(=O)[nH]c(SCC(=O)Nc2ccc(S(=O)(=O)N3CCCCC3)cc2)n1,13
5,12,9,-7,6,6,-10,3,Cc1cc(C)n(-c2ncnc3c2oc2ccccc23)n1,-14
11,5,-1,5,5,-1,-5,4,Cc1cc(NC(=O)Cn2cnc3c2c(=O)n(C)c(=O)n3C)n(-c2ccccc2)n1,6
1,14,9,15,1,-3,9,5,Cc1ccccc1CN1CCN(CC(=O)NCc2ccco2)C1=O,2
2,-11,3,2,12,3,1,3,O=C(NC1CCCCCC1)C1CCN(C(=O)Cc2ccccc2)CC1,0
5,-2,-3,5,7,-2,-12,2,COCCOC(=O)C1=C(C)NC(=O)NC1c1cn(-c2ccccc2)nc1-c1cccs1 (centres undefined),-12
10,-6,7,5,9,4,-1,6,c1ccc(CNn2c(N3CCOCC3)nc3ccccc32)cc1,3
1,22,-14,12,17,14,-4,2,COc1ccc(CNC(=O)c2csnn2)cc1,6
1,3,-2,10,12,-1,10,7,Cc1c(F)cccc1NC(=O)CCC(=O)O,4
7,2,6,9,7,-5,-6,-2,Cc1ccc(C(=O)N2CCN(C3CCCCC3)CC2)s1,-19
2,14,13,-3,-6,2,9,0,CC1=C(C(=O)OC2CCCCC2)C(c2ccc(C)o2)C2=C(CC(C)(C)CC2=O)N1 (centres undefined),9
-4,-5,-2,10,4,2,1,7,O=CN1CCN(C2CC(=O)N(c3ccc4c(c3)OCO4)C2=O)CC1 (centres undefined),1
6,-8,7,8,-9,x,-10,x,CCOc1cccc(-c2nnc(SCC(=O)Nc3cc(C)ccc3OC)n2N)c1,-52

# Bioassay records deposited in PubChem BioAssay by several laboratories.
